High-throughput results as filed in PubChem BioAssay.
PKA-R2B act – PKA-R2B complex activation; P22694+P31323; PKA-R2B holoenzyme dissociation, Cy5-IP20 fluorescence polarization; R2B truncated from residue 108, S112A mutant; 0% DMSO only, 100% 113 µM cGMP; AID 504700; 340,000 compounds, 0.079% hits; activation, % at 11.4 µM;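 active = activation above a cutoff set at the mean over all compounds plus 3 SD, cut at about 18% in these data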;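 note: higher means more holoenzyme dissociation and a rise in polarization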
Target sequence (P31323 whole entry, looked up, other chains not shown, the tested form may be a part): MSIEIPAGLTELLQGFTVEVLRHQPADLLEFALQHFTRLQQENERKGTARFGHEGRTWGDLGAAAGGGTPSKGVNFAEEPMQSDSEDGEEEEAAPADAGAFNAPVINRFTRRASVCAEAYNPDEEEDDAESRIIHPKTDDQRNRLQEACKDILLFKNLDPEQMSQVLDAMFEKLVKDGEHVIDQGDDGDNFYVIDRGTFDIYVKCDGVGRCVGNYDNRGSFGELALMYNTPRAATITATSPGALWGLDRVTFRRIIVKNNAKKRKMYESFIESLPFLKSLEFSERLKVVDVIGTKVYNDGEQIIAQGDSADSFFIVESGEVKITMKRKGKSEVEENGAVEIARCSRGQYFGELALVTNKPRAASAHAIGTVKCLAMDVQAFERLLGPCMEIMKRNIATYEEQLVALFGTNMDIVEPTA
Ecoli viability – reduces bacterial viability in AddAB counter-screen; E. coli V3065 growth, OD600 absorbance, 18 h; inhibition, % at 11.9 µM; 330,000 compounds, 0.27% hits;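 active = inhibition above the campaign's mean inhibition across all tested compounds plus 3 SD, cut at about 9.9% in these data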;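 note: uninfected addAB+ strain grown without phage in ampicillin broth; 0% = DMSO wells and 100% = ciprofloxacin 0.95 µg/ml wells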
HTR5A inv ctr – inverse agonist of human HTR5A in OPRM1-OPRD1 counter-screen; P47898; HTR5A cell line, luminescence, inverse agonism; inhibition, % at 9.3 µM; 340,000 compounds, 0.083% hits; in the data active = inhibition mostly above about 23%, no sharp cut-off; inactive = mostly below about 18%;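 note: 0% = cells with DMSO and 100% = no-cell wells with DMSO; some compounds called inactive have numbers as strong as hits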
Target sequence (P47898 whole entry, looked up): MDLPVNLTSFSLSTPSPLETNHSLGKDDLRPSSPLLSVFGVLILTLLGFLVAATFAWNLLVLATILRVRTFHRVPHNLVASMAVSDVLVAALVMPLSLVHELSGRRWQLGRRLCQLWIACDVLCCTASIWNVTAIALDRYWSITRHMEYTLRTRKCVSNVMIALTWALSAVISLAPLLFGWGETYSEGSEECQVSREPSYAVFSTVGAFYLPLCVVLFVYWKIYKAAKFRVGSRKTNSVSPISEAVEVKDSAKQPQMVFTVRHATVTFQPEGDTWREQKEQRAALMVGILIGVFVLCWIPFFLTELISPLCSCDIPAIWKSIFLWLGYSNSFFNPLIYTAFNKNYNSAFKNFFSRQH
SUMO Mot1 rescue – inhibitors of SUMOylation pathway: yeast Mot1-301 growth rescue; 320,000 compounds, 1% hits; growth rescue, % at 18.8 µM; S. cerevisiae Mot1-301 growth rescue, ATP luminescence, 38.5C; percent above DMSO median, 100 means doubled;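 active = every valid replicate shows activation above 250% relative to neutral control wells; inactive = the rest, any valid replicate at or below 250%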;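 note: OY570 slx delta 5 strain wells were the positive control but not used for scaling; some compounds called inactive have numbers as strong as hits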
Tat transport – inhibitors of E. coli Tat protein transport; E. coli MC4100 TorA-mCherry Tat export, fluorescence; inhibition, % at 10 µM; 340,000 compounds, 0.036% hits;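 active = mean replicate inhibition at least 50% and at least half of replicates individually reaching 50%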;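 note: exported cargo escapes ClpAP degradation while cytoplasmic cargo is degraded and loses fluorescence; 0% = median of neutral control wells and 100% = median of NaSCN control wells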
PfHsp90 set2 – reduces growth (ATP signal) of yeast expressing P. falciparum Hsp90; S. cerevisiae expressing PfHsp90, BacTiter-Glo ATP, 48 h; yeast lacking PDR1 and PDR3 efflux regulators; inhibition, % at 9.4 µM; 310,000 compounds, 0.32% hits; AID 504621;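 active = every replicate shows inhibition above about 80%, whatever the replicate mean, limit read from the data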;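 note: 0% = DMSO neutral controls and 100% = 20 µM radicicol positive controls; yeast relying on Plasmodium falciparum Hsp90 in place of its own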
OPRM1-OPRD1 ag – OPRM1-OPRD1 heterodimerization agonism; cells, luminescence; activation, % at 9.3 µM; 340,000 compounds, 0.3% hits; AID 504326; in the data active = activation above about 18%;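 note: 0% = vehicle-treated cells and 100% = reference agonist; values of inactives mirror those of a sister screen read the other way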
phage Ecoli inh – E. coli growth loss with phage present; growth absorbance; inhibition, % at 11.9 µM; 360,000 compounds, 0.26% hits; in the data active = inhibition above about 11%
PKA-R1A activ – activators of PKA-R1A complex | 340,000 compounds, 0.083% hits | P00514+P68181 | PKA-R1A dissociation, Cy5-IP20 fluorescence polarization; scaled: DMSO 0%, 113 µM cGMP 100% | activation, % at 11.4 µM;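 active = percent activation above the mean of all tested compounds plus 3 SD, cut at about 19% in these data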;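 note: higher means more PKAc released from R1A so a rise in polarization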
AddAB inh – less growth of phage-infected E. coli with AddAB; inhibition, % at 11.9 µM; 330,000 compounds, 0.29% hits; E. coli expressing H. pylori AddAB, absorbance growth; AID 435030; in the data active = inhibition above about 12%;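 note: 0% = vehicle wells of infected cells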
OPRM1-OPRD1 inv – inverse agonists of human mu-delta opioid receptor heterodimerization. inhibition, % at 9.3 µM. cell-based MOR-DOR heterodimer luminescence, inverse agonism. 340,000 compounds, 0.21% hits. P35372+P41143; in the data active = inhibition above about 22%, passing the limit was not always enough;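 note: 0% = cells with DMSO and 100% = wells without cells with DMSO; values of inactives mirror those of a sister screen read the other way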
Starred values were filed as active, the others as inactive; / = no result given.

| no. | Structure | PKA-R2B act | Tat transport | Ecoli viability | OPRM1-OPRD1 ag | AddAB inh | SUMO Mot1 rescue |
| --- | --- | --- | --- | --- | --- | --- | --- |
| 1 | CCOc1ccc(S(=O)(=O)N2CCCC(C(=O)N3CCC(C(N)=O)CC3)C2)cc1Cl (stereo not given) | -10 | 9 | -0.1 | -0.8 | 3.2 | -6 |
| 2 | Cc1ccc(S(=O)(=O)NCCC(=O)NCCc2ccc(S(N)(=O)=O)cc2)cc1C | 4 | 6 | 3.5 | 0.6 | 2.4 | -21 |
| 3 | COCCCNC(=O)CN1C(=O)c2ccccc2C1=O | -6 | 0 | 0.0 | -0.9 | 1.9 | -4 |
| 4 | O=C(Nc1ccccc1)Nc1nccs1 | 2 | -14 | -0.2 | -1.9 | -0.8 | 5 |
| 5 | Nc1c(-c2ccsc2)cnc2ncnn12 | -8 | 5 | 3.8 | -0.3 | 3.0 | -2 |
| 6 | O=C(COc1ccc(S(=O)(=O)N2CCOCC2)cc1)NCc1ccco1 | -1 | -2 | 1.8 | -2.8 | 3.4 | -1 |
| 7 | CC(C)OC(=O)CSc1nc2ncc(Cl)cc2[nH]1 | -7 | -2 | 0.4 | -1.2 | 2.7 | -8 |
| 8 | COC(=O)NN1C(=O)C(c2ccccc2)=C(c2ccc(Cl)cc2)C1=O | -9 | 4 | -1.6 | 2.6 | 0.3 | 12 |
| 9 | Cc1ccc(S(=O)(=O)NCc2ccccc2)cc1C(=O)N1CCCCC1 | -3 | 0 | 3.0 | -1.3 | 3.8 | 25 |
| 10 | Cc1cc(NS(=O)(=O)c2ccc(NC(=O)c3cc(-c4ccccc4Cl)nc4ccccc34)cc2)no1 | 4 | 22 | 0.5 | -2.9 | 4.4 | -11 |

| no. | HTR5A inv ctr | PfHsp90 set2 | phage Ecoli inh | OPRM1-OPRD1 inv | PKA-R1A activ |
| --- | --- | --- | --- | --- | --- |
| 1 | 2 | -10 | 1.8 | 5 | -1 |
| 2 | -24 | -14 | -1.9 | -3 | -10 |
| 3 | -12 | -10 | 0.6 | 6 | -12 |
| 4 | -19 | -2 | 3.0 | 8 | 1 |
| 5 | 20 | 24 | -1.4 | 2 | -5 |
| 6 | 23 | -5 | 3.4 | 19 | 2 |
| 7 | 7 | -1 | 1.1 | 7 | -4 |
| 8 | -22 | -16 | -0.5 | -13 | -1 |
| 9 | 13 | 9 | -0.5 | 5 | -6 |
| 10 | 10 | 5 | 4.2 | 15 | 0 |

Molecules above with a halogen:
| no. | Structure | PKA-R2B act | Tat transport | Ecoli viability | OPRM1-OPRD1 ag | AddAB inh | SUMO Mot1 rescue |
| --- | --- | --- | --- | --- | --- | --- | --- |
| 1 | CCOc1ccc(S(=O)(=O)N2CCCC(C(=O)N3CCC(C(N)=O)CC3)C2)cc1Cl (stereo not given) | -10 | 9 | -0.1 | -0.8 | 3.2 | -6 |
| 7 | CC(C)OC(=O)CSc1nc2ncc(Cl)cc2[nH]1 | -7 | -2 | 0.4 | -1.2 | 2.7 | -8 |
| 8 | COC(=O)NN1C(=O)C(c2ccccc2)=C(c2ccc(Cl)cc2)C1=O | -9 | 4 | -1.6 | 2.6 | 0.3 | 12 |
| 10 | Cc1cc(NS(=O)(=O)c2ccc(NC(=O)c3cc(-c4ccccc4Cl)nc4ccccc34)cc2)no1 | 4 | 22 | 0.5 | -2.9 | 4.4 | -11 |

| no. | HTR5A inv ctr | PfHsp90 set2 | phage Ecoli inh | OPRM1-OPRD1 inv | PKA-R1A activ |
| --- | --- | --- | --- | --- | --- |
| 1 | 2 | -10 | 1.8 | 5 | -1 |
| 7 | 7 | -1 | 1.1 | 7 | -4 |
| 8 | -22 | -16 | -0.5 | -13 | -1 |
| 10 | 10 | 5 | 4.2 | 15 | 0 |

Two entries drawn at random from the list so far, as already listed:
| no. | Structure | PKA-R2B act | Tat transport | Ecoli viability | OPRM1-OPRD1 ag | AddAB inh | SUMO Mot1 rescue |
| --- | --- | --- | --- | --- | --- | --- | --- |
| 9 | Cc1ccc(S(=O)(=O)NCc2ccccc2)cc1C(=O)N1CCCCC1 | -3 | 0 | 3.0 | -1.3 | 3.8 | 25 |
| 4 | O=C(Nc1ccccc1)Nc1nccs1 | 2 | -14 | -0.2 | -1.9 | -0.8 | 5 |

| no. | HTR5A inv ctr | PfHsp90 set2 | phage Ecoli inh | OPRM1-OPRD1 inv | PKA-R1A activ |
| --- | --- | --- | --- | --- | --- |
| 9 | 13 | 9 | -0.5 | 5 | -6 |
| 4 | -19 | -2 | 3.0 | 8 | 1 |

Following part.
| no. | Structure | PKA-R2B act | Tat transport | Ecoli viability | OPRM1-OPRD1 ag | AddAB inh | SUMO Mot1 rescue |
| --- | --- | --- | --- | --- | --- | --- | --- |
| 11 | COc1ccc(NC(=O)C(=O)NCCN2CCN(C(=O)C(c3ccccc3)c3ccccc3)CC2)cc1 | 4 | -9 | -2.2 | -2.1 | -0.2 | 14 |
| 12 | CC(=O)O/N=C(/c1nonc1N)N(C)C | -14 | -3 | -0.9 | -1.7 | 1.0 | 3 |
| 13 | CCc1cc(=O)oc2cc(OC(C)C(=O)NCC(O)c3ccccc3)c(Cl)cc12 (stereo not given) | 0 | -3 | -0.6 | -2.7 | -0.6 | 5 |
| 14 | CN=C1SC(CC(=O)Nc2cccc(C(F)(F)F)c2)C(=O)N1C (stereo not given) | 0 | 9 | -1.1 | 1.4 | 2.0 | -17 |
| 15 | Cc1csc2nc(CNC(=O)CCC(=O)O)cn12 | -5 | -11 | 0.5 | -2.1 | -2.7 | 354 |
| 16 | NS(=O)(=O)c1cccc(NC(=O)COc2ncnc3c2cnn3-c2ccccc2)c1 | -5 | 0 | 0.4 | 0.8 | 4.1 | 0 |
| 17 | CC/C(=N\NC(=O)c1ccc2c(c1)OCO2)C12CC3CC(CC(C3)C1)C2 | -12 | 36 | 0.5 | -0.8 | 1.6 | 6 |
| 18 | O=C(NCc1ccc(F)cc1)c1nc(-c2cccs2)no1 | 4 | -7 | 0.8 | 0.3 | 1.6 | 19 |
| 19 | Cc1ccc(NC(=O)CCN2C(=O)c3ccncc3C2=O)cc1 | 7 | -1 | -0.5 | -1.9 | 0.0 | 12 |
| 20 | COc1ccc(S(=O)(=O)N2CCOC2CNC(=O)C(=O)NCc2ccc3c(c2)OCO3)cc1OC (stereo not given) | 1 | 0 | 1.2 | -0.3 | 3.8 | 14 |

| no. | HTR5A inv ctr | PfHsp90 set2 | phage Ecoli inh | OPRM1-OPRD1 inv | PKA-R1A activ |
| --- | --- | --- | --- | --- | --- |
| 11 | -10 | / | 1.2 | 12 | 9 |
| 12 | -8 | 9 | 4.9 | 10 | -3 |
| 13 | 18 | -1 | 2.0 | 14 | -4 |
| 14 | -10 | 7 | 3.1 | -7 | -4 |
| 15 | 0 | -53 | 1.7 | 13 | 1 |
| 16 | -1 | -11 | 1.1 | -4 | -2 |
| 17 | 4 | -5 | -1.2 | 5 | -4 |
| 18 | -4 | -29 | 2.6 | -2 | -6 |
| 19 | -12 | 22 | 2.4 | 11 | -11 |
| 20 | 9 | -12 | 0.1 | 2 | 2 |

Screen by screen, from the results shown:
AddAB inh, entries 13 to 20, in order: -0.6, 2.0, -2.7, 4.1, 1.6, 1.6, 0.0, 3.8
SUMO Mot1 rescue, entries 13 to 20, in order: 5, -17, 354, 0, 6, 19, 12, 14
Tat transport, entries 13 to 20, in order: -3, 9, -11, 0, 36, -7, -1, 0
